From PubChem
AGP1-GFP MLPCN: modulators of AGP1-GFP expression in yeast TOR pathway, primary screen, cell-based, multiplex flow cytometry, S. cerevisiae, MLPCN library; AID 2066, 2009; 320,000 tested, 0.02% active; 3 h; GFP as percent of DMSO wells; GFP response vs DMSO, % at 10 µM;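 active = GFP response relative to DMSO above a set limit, near screen average plus 3 SD, cut at about 150% in these data; inconclusive = fewer than 70 cells counted for the yeast strain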;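 note: median GFP channel fluorescence of the gated AGP1 strain per well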
BCLXL inh: inhibitors of human Bcl-xL, primary screen, biochemical, fluorescence polarization, HTS | 320,000 tested, 0.7% active | GST-Bcl-xL / FITC-Bim BH3 peptide fluorescence polarization | inhibition, % at 10.9 µM | Bcl-2-like protein 1 (Homo sapiens), Q07817;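 active = inhibition above the mean of all tested compounds plus 3 SD, cutoff set per campaign, cut at about 30% in these data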;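 note: 0% = DMSO wells and 100% = unlabeled Bim-BH3 peptide competitor; inhibitors lower millipolarization by displacing the labeled peptide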
Target sequence (Q07817 whole entry, looked up): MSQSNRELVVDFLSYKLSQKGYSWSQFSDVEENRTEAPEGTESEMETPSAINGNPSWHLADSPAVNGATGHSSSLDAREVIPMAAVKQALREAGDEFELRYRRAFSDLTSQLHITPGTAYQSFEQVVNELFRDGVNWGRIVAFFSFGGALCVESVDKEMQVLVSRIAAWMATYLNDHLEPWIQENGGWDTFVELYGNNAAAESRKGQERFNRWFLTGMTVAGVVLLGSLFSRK
VLA-4 inh: inhibition in human VLA-4 binding assay, primary screen, VLA-4 allosteric modulator project, MLPCN library, flow cytometry, VLA-4 expressing cells | Integrin alpha-4 (Homo sapiens), P13612 | ligand binding flow cytometry | inhibition, % (about 7 µM as worked out from the volumes in the protocol) | 330,000 tested, 0.2% active | AID 2557, 2010; in the data active = inhibition above about 50%
CIT2-GFP yeast: modulators of CIT2-GFP expression in yeast, primary screen, S. cerevisiae, GFP fusion, multiplex flow cytometry, MLPCN library. S. cerevisiae CIT2-GFP strain, 3 h; 100 means same as DMSO wells. 320,000 tested, 0.065% active. GFP response vs DMSO, % at 10 µM;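 active = GFP response relative to DMSO above a set limit, near the screen mean plus 3 SD, cut at about 150% in these data; inconclusive = Fewer than 70 cells measured for a yeast strain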;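 note: ratio of well median GFP fluorescence to mean of DMSO wells on the plate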
GRK2 inh: compounds blocking aptamer binding on GRK2 – biochemical, human GRK2, bead flow cytometry, HTS, primary screen. 330,000 tested, 0.59% active. Beta-adrenergic receptor kinase 1 (Homo sapiens), P25098. FAM-aptamer displacement from GRK2. inhibition of aptamer binding, % at 10 µM. AID 488847, 2010;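 active = inhibition of aptamer binding above 40%, roughly 3 SD of noise, on plates passing a quality check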;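 note: median bead fluorescence of bound FAM aptamer so fluorescent compounds give negative values; no value below 0 was filed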
MEX-5 binding: MEX-5 zinc finger RNA-binding disruptors – biochemical, C. elegans, fluorescence polarization, MLPCN library, primary screen. Zinc finger protein mex-5 (Caenorhabditis elegans), Q9XUB2. MEX-5/FITC-TCR2 RNA binding; stronger effect = lower value. activity score (negative = inhibition of binding), % at 10 µM. 300,000 tested, 0.38% active. AID 1832, 2009;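 active = inhibition past about -25% in most replicates, and total fluorescence under double the plate's negative control median, limit read from the data; inconclusive = replicates evenly split on the limit, or fluorescence at least double controls; inactive = too little inhibition in most replicates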;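 note: 0% = DMSO and -100% = 5 µM competing unlabeled TCR2 RNA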
MCL1-BIM inh: inhibitors of MCL1 binding to BIM-BH3, primary screen, biochemical, fluorescence polarization | GST-MCL1 / FITC-Bim-BH3 fluorescence polarization | AID 2057, 2009 | 320,000 tested, 0.68% active | inhibition, % at 10.9 µM;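 active = inhibition above the mean inhibition of all tested compounds plus 3 SD, set per campaign, cut at about 40% in these data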;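 note: 0% = DMSO wells and 100% = unlabeled Bim-BH3 peptide control; higher means more loss of mP so more displacement of Bim peptide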
Target sequence (Q07820 whole entry, looked up): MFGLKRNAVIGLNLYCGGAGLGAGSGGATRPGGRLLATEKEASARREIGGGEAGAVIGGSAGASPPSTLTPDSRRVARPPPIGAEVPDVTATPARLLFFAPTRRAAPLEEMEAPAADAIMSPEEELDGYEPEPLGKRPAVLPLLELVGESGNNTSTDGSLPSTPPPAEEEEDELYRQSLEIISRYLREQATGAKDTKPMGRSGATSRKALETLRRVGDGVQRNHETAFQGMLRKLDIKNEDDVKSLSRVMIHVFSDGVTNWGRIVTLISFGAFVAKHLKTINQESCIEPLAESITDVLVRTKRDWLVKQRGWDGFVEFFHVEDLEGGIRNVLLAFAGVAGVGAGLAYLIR
Fam108B inh: mouse Fam108B serine hydrolase inhibitors, primary screen, counter-screen for RBBP9 inhibitor project, biochemical, fluorescence polarization | inhibition, % at 9.51 µM | recombinant Fam108B, FP-Rh probe fluorescence polarization | 300,000 tested, 0.33% active;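 active = inhibition above the screen mean inhibition plus 3 SD, computed separately per campaign, cut at about 18% in these data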;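 note: inhibitors lower polarization as less probe binds the enzyme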
GLD-1 RNA inh: GLD-1/TGE RNA complex disruptors, primary screen, biochemical, fluorescence polarization; Female germline-specific tumor suppressor gld-1 (Caenorhabditis elegans), Q17339; purified GLD-1 + fluorescein TGE RNA; inhibition, % at 5.96 µM; 320,000 tested, 0.44% active; AID 2280, 2010;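 active = percent inhibition above a per-plate cutoff, the plate mean of test compounds plus 3 SD, cut at about 30% in these data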;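 note: 0% = DMSO wells with GLD-1 and probe and 100% = wells lacking GLD-1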
Target sequence (Q17339 whole entry, looked up): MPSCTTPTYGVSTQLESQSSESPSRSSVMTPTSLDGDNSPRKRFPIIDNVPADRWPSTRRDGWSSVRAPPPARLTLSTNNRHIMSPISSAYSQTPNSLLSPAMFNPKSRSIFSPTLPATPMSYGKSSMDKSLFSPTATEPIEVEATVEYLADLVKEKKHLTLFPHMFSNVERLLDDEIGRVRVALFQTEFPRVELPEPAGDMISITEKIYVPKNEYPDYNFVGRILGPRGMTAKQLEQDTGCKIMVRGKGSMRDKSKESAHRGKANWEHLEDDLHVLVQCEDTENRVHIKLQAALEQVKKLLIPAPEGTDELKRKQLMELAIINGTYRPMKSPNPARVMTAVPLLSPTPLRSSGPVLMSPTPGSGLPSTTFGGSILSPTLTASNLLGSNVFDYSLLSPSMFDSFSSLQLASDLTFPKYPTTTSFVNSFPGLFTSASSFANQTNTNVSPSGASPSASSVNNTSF
* marks the source's active call; other numbers are inactive results; ? = inconclusive; / = no result given; [ ] = another dose, or the depositor's remark.

SMILES	AGP1-GFP MLPCN	BCLXL inh	VLA-4 inh	CIT2-GFP yeast	GRK2 inh	MEX-5 binding	MCL1-BIM inh	Fam108B inh	GLD-1 RNA inh
CCC(=O)N1c2ccccc2NC2=C(C(=O)CCC2)C1c1ccco1 (stereo unspecified)	101	3	-4	99	0	2.1	1	2	0
CCOC(=O)/C=C/C(=O)Nc1ccc(S(=O)(=O)N2CCc3ccccc32)cc1	95	9	21	94	2	-2.9	9	-20	-7
CCCCCC(=O)NC(=S)Nc1ccc(N2CCOCC2)cc1	93	8	4	98	0	-0.2	18	3	2
COc1ccc(NC2CCCN(C(=O)c3ccc4nc(C)c(C)nc4c3)C2)cc1OC (stereo unspecified)	112	8	0	111	0	-3.6	-1	-3	0
Cn1nc(C(F)(F)F)c(C(=O)Nc2ccc(Cl)cc2)c1Cl	18[may fluoresce violet]	2	12	?	0	2.9	2	1	0
CCCC[C@H](CN(N=O)[C@@H](Cc1ccccc1)CN(C)N=O)N(CCc1ccccc1)N=O	/	4	/	/	/	0.0	2	0	6
COc1cc(NC(=O)CN2C(=O)NC(C)(c3ccc4ccccc4c3)C2=O)c(C)cc1[N+](=O)[O-] (stereo unspecified)	93	-1	-8	94	2	-0.7	3	-3	6
CCOc1ccc(OCC)c(S(=O)(=O)NCCOC23CC4CC(CC(C4)C2)C3)c1	/	3	-8	/	0	0.2	4	4	9
COc1ccc(CNC(=O)[C@@H](C)NC(=O)C2CCN(C(=O)[C@@H](N)CCSC)CC2)cc1	84	2	-45	89	0	2.0	2	1	2
Cc1ccsc1C(=O)Nc1ccc(S(=O)(=O)N2CCOCC2)cc1	96	-3	13	98	4	/	-1	/	2
CC1(C)CC(CC(=O)O)CC(C)(C)N1	100	4	8	105	0	2.0	-6	6	3
NC(=O)c1ccc2c(c1)S(=O)(=O)c1ccccc1C2=O	101	3	3	98	0	1.3	-4	-7	0
CS(=O)(=O)N(CC(=O)N1CCN(c2ccccc2F)CC1)c1ccc2c(c1)OCCO2	99	4	9	107	10	-0.2	-1	2	5
CC1OC2(OC1C)C(=O)Nc1ccccc12 (stereo unspecified)	106	0	2	104	0	1.1	-6	-5	-8
CCCCn1c(SCC(=O)NC2CCS(=O)(=O)C2)nc2cc(S(N)(=O)=O)ccc21 (stereo unspecified)	108	-15	3	112	35	-3.9	-11	-1	0
CCCCOC(=O)c1ccc(O)cc1	79	2	-29	87	0	-0.8	5	7	-2
COC(=O)c1ccc(OC(=O)CCN2C(=O)C3CCCCC3C2=O)cc1 (stereo unspecified)	116	-1	-15	120	1	1.4	3	2	-2
CNC(=O)c1ccccc1Sc1ccccc1C#N	94	0	-2	88	0	0.5	-4	1	0
CCOc1cc(NC(=O)c2ccccn2)c(OCC)cc1NC(=O)c1ccc(OC)cc1	101	5	14	105	0	2.1	3	2	-1
Cc1ccc(NC(=O)COC(=O)CN2CCCCCC2=O)c(C)c1	97	-1	3	96	3	/	-4	/	-1
CCCc1nnc(NC(=O)Nc2ccc(OC)cc2)s1	99	2	2	99	1	-2.5	-7	1	-7
COc1cc(NC(=O)c2ccc(NS(=O)(=O)c3c(C)noc3C)cc2)cc(OC)c1	92	6	2	92	0	-1.3	1	0	3
COc1ccc(OC)c(-n2c(-c3ccccc3)n[nH]c2=S)c1	101	-9	35	94	2	-1.0	-10	-2	-2
C/C(=N\NC(=O)c1sccc1-n1cccc1)c1cccs1	96	2	16	102	0	-0.4	-6	0	1
COc1ccc(F)cc1S(=O)(=O)NC1CCCC1	98	0	2	97	1	-1.6	2	3	0
CCOc1cc(CNCc2cccs2)cc(Br)c1OC	105	7	12	104	0	1.9	1	2	-3
CC(C)(O)c1cn(-c2nonc2N)nn1	102	0	2	106	1	0.8	0	-1	-4
Cc1ccc(Cn2nnc3c(=O)n(CC(=O)N4CCCc5ccccc54)cnc32)cc1	97	10	11	100	2	-2.6	5	-1	9
Fc1cccc(Nc2ncnc3sc4c(c23)CCC4)c1	78	2	-4	98	94*	-1.0	0	-2	5
COc1ccc(C(=O)NCC(=O)OCC(=O)c2ccc3c(c2)OCCO3)cc1	102	1	0	97	3	0.4	0	0	8
COC(=O)c1cnc(NNS(=O)(=O)c2ccc(C(F)(F)F)cc2)nc1C(F)(F)F	104	-5	-1	101	0	1.3	2	2	-2
CCN1C(=O)[C@H]2[C@@H](c3ccc(-c4ccc(F)cc4)cc3)N[C@@](C)(C(=O)OC)[C@H]2C1=O	111	/	-1	106	1	/	/	/	0
Cc1cccc(Nc2nc(N)nc(CCl)n2)c1	116	2	-9	102	0	-0.5	4	1	8
O=C(COC(=O)c1ccccc1)Nc1ccccc1Sc1ccccc1	93	-2	-4	92	0	-1.1	-4	-5	6
CCOC(=O)Cc1cc(-c2ccccc2)nc2ccc3ccccc3c12	95	3	7	95	0	2.2	-2	-9	1
CN(C)c1ccc(/C=C(\C#N)C(=O)OCC(=O)N(C)C2CCS(=O)(=O)C2)cc1 (stereo unspecified)	100	-54	-11	100	2	/	-84	/	-161
N/C(Cc1nc2ccccc2s1)=N\O	105	-2	-10	111	0	-1.0	-2	5	7
CC1CCCN(C(=O)COC(=O)Cc2c(F)cccc2Cl)C1 (stereo unspecified)	93	0	-4	98	3	3.3	4	5	-1
CCc1nnc(N/N=C/c2cc(Br)c(O)cc2O)n1N	101	6	1	108	0	17	7	4	2
O=C(CC(Sc1ccc(Br)cc1)C(=O)O)c1ccc(Br)cc1 (stereo unspecified)	96	13	3	92	1	-2.4	15	2	4
CCOc1ccc(NC(=O)CN(C)C(=O)c2cc(S(=O)(=O)N3CCCCC3)ccc2C)cc1OCC	97	-1	2	80	2	-0.1	2	3	-4
COC(=O)c1c(NS(=O)(=O)c2cccs2)sc2c1CCCC2	91	10	-4	101	2	-1.6	5	4	1
CCOC(=O)c1c(C)[nH]c(C)c1S(=O)(=O)NCC(=O)Nc1ccccn1	103	9	8	110	2	0.8	2	2	6
COc1cccc(C2Nc3ccc4ccccc4c3C3=C2C(=O)CC(C)(C)C3)c1OCC(=O)O (stereo unspecified)	95	10	0	96	1	0.4	2	3	5
O=C(NCc1ccccc1CN1CCCC1)C1CCN(C(=O)c2ccc(F)cc2)CC1	106	6	0	98	69*	/	10	/	3
CCCCN1c2ccccc2N(CCCO)c2cc(C)nnc21	102	8	-4	96	3	-0.6	10	2	9
Cc1c(NC(C)c2cc(Cl)ccc2O)c(=O)n(-c2ccccc2)n1C (stereo unspecified)	94	2	-8	99	0	1.1	3	6	2
CC1SC(C)C(=O)N(CC(=O)NCc2ccc(F)cc2)C1=O (stereo unspecified)	103	5	-8	104	3	3.3	3	1	9
Cn1cc(CN2CCC[C@H]2CO)c(-c2cccc(Cl)c2)n1	102	4	1	104	1	0.1	2	0	9
CC(C)CCNC(=O)c1onc(CSc2ccccn2)c1C(=O)NCCC(C)C	81	-2	-3	78	8	0.7	-5	-1	0

Next section:
SMILES	AGP1-GFP MLPCN	BCLXL inh	VLA-4 inh	CIT2-GFP yeast	GRK2 inh	MEX-5 binding	MCL1-BIM inh	Fam108B inh	GLD-1 RNA inh
CCOc1ccc(CN2CCNC(=O)C2CC(=O)NCCc2cnccn2)cc1 (stereo unspecified)	97	9	1	104	0	-3.4	10	-3	12
COc1cc2c(cc1OC)C(=O)Cc1ccc3c(c1CN(C)CC2)OCO3	103	4	-11	107	0	1.1	-1	-1	9
CCOC(=O)/C(=C\Nc1ccc(OC(F)(F)F)cc1)Sc1ncc(C(F)(F)F)cc1Cl	94	-2	1	90	0	0.2	2	-9	-2
N#Cc1ccc(OCc2cccc(S(=O)(=O)N3CCOCC3)c2)cc1	106	-1	3	104	3	-0.7	-5	1	11
N#Cc1ccc(NC(=O)C2CC(c3ccc(F)cc3)=NO2)cc1 (stereo unspecified)	100	-1	-3	96	0	1.5	1	-4	2
Cc1ccc(S(=O)(=O)N(C)CC(=O)Nc2ncccc2C)cc1	108	1	6	90	0	-4.1	2	0	3
COc1ccccc1N1CCSC1C(N)=O (stereo unspecified)	108	6	10	100	0	-3.2	5	-1	4
O=C(NC1CCN(C(=O)N2CCOCC2)CC1)c1ccccc1	99	0	15	96	1	-1.6	-1	-1	3
CC(C)c1ccccc1NC(=O)Nc1ccc2c(c1)OCO2	96	3	3	100	3	-3.5	-5	3	6
CCN1C(=O)C(CC(=O)Nc2cccc(C(C)=O)c2)S/C1=N\c1ccccn1 (stereo unspecified)	96	4	19	95	0	0.3	11	-2	-1

Some entries already given with just BCLXL inh and MEX-5 binding:
Structure	BCLXL inh	MEX-5 binding
Cc1ccc(S(=O)(=O)N(C)CC(=O)Nc2ncccc2C)cc1	1	-4.1
COc1ccccc1N1CCSC1C(N)=O (stereo unspecified)	6	-3.2

Next records
SMILES	AGP1-GFP MLPCN	BCLXL inh	VLA-4 inh	CIT2-GFP yeast	GRK2 inh	MEX-5 binding	MCL1-BIM inh	Fam108B inh	GLD-1 RNA inh
CC(C)C(=O)N1CCN(c2ccccc2N)CC1	85	7	0	91	1	-2.6	6	4	1
Cc1onc(-c2c(Cl)cccc2Cl)c1C(=O)c1c[nH]c(C(=O)NCC2CCCO2)c1 (stereo unspecified)	108	5	6	105	4	-0.1	3	-3	-5
C=CCN(c1ccccc1)S(=O)(=O)c1cccc(C(=O)NCc2ccncc2)c1	103	-1	2	100	4	1.1	2	-1	4
COc1ccc(NC(=O)NC2(C(=O)N3CCCCCC3)CCCCC2)cc1	104	7	-7	100	0	1.1	7	0	8
COc1cc(OC)cc(C(=O)NCCSC2CCCCC2)c1	96	0	0	97	0	2.0	-6	0	-1
CCCNc1c(F)c(F)c2c(C)c3ccccc3nc2c1F	100	114*	-122	103	0	-29*	125*	11	83*
COCCSc1nnc(NC(=O)CSc2ccccc2)s1	98	-2	7	98	3	-1.2	1	0	-4
C[C@@H](NCCc1ccc(O)cc1)[C@@H](O)c1ccc(O)cc1	90	0	-7	89	4	-1.9	-3	-1	4
N#Cc1ccc(C(=O)N(Cc2ccco2)c2c(N)n(Cc3ccccc3)c(=O)[nH]c2=O)cc1	105	1	-4	99	2	/	2	/	0
CC(=O)N/C(=N/c1nc(C)cc(C)n1)Nc1ccc(NC(C)=O)cc1	104	2	6	98	3	-1.0	2	-1	14
O=C(Cc1ccccc1)NN1C(=O)/C(=C/c2ccccc2C(=O)O)SC1=S	94	0	16	105	0	-3.1	1	2	-4
CCc1ccc(N2CC(C(=O)Nc3ccc(S(=O)(=O)N4CCCCC4)cc3)CC2=O)cc1 (stereo unspecified)	91	1	6	88	1	0.1	-15	-33	3
CCc1noc(C)c1C(=O)OCC(=O)NCc1ccccc1	98	3	0	94	6	/	5	/	2
COc1ccccc1C(c1nnnn1C(C)(C)C)N1CCN(Cc2ccccc2)CC1 (stereo unspecified)	106	1	-2	101	1	0.6	7	-2	1
CC(SCc1cn2cc(Cl)ccc2n1)C(=O)O (stereo unspecified)	88	1	9	90	2	-4.6	-2	2	2
